LMPTP block: LMPTP (human) inhibition | inhibition, % at 20 µM | recombinant LMPTP-A, OMFP fluorogenic substrate, fluorescence intensity | 360,000 tested, 0.22% active;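 active = compounds that cut the enzyme signal by at least half of the control window in the single-dose screen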;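 also: plate controls were DMSO wells with enzyme plus substrate for no effect and substrate without enzyme for full effect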
Target sequence (P24666 whole entry, looked up): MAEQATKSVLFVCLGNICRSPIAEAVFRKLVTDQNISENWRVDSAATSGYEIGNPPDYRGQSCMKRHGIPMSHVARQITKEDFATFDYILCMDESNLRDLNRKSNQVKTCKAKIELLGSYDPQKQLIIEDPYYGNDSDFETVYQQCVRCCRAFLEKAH
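Assay system: LMPTP-A, protein tyrosine phosphatase of low molecular weight / Medium: pH 6.0 Bis-Tris buffer with DTT and Triton X-100 / Schedule: 50 min enzyme reaction at room temperature, protected from light / Measured by: endpoint fluorescence intensity from OMFP dephosphorylation / Read-out basis: % inhibition relative to no-enzyme and uninhibited control wells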
Rin1 Abl inh: inhibitors of human Rin1-Abl protein interaction. TR-FRET Rin1/Abl binding, biochemical. inhibition, % at 7.35 µM. 360,000 tested, 0.4% active; in the data active = inhibition above about 5%, passing the limit was not always enough
Rpn11 inh: blocks the human proteasome subunit Rpn11; O00487; human 26S proteasome, Ub4-pepOG fluorescence polarization; 20S core pre-blocked with epoxomicin; calls only at 20 µM; 360,000 tested, 0.59% active;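 active = inhibition at 20 µM, scaled to each plate's controls, above about 33%, limit read from the data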
SUMO1 PPI mod: modulators of human SUMO1-mediated protein-protein interactions | 360,000 tested, 0.33% active | P63165 | SUMO1 binding to a labelled peptide, TR-FRET, 1 h | inhibition, % at 20 µM; in the data active = inhibition above about 37%
Scp-1 inhibitor: blocks human Scp-1 phosphatase activity | Recombinant Scp1, phosphopeptide, malachite green phosphate absorbance | inhibition, % at 20 µM | 340,000 tested, 0.88% active;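 active = inhibition above about 50% at 20 µM, limit read from the data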;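 also: plate controls were DMSO wells with enzyme for no effect and wells lacking enzyme for full effect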
Target sequence (Q9GZU7 76-261 limits assumed): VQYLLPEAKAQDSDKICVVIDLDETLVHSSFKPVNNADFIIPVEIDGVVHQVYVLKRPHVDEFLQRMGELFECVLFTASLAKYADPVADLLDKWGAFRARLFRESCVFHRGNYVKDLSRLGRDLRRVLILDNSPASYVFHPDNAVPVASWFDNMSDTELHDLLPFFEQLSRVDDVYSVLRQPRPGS
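Times: enzyme reaction 45 min at room temperature, colour 5 min, stabilisation 30 min. Material: SCP-1 catalytic fragment, aa 76-261. Medium: Acidic Tris acetate buffer with magnesium and detergent. Signal: colorimetric free-phosphate detection, absorbance 630 nm. Read-out basis: % inhibition of SCP-1 phosphate liberation. Reagent: Phosphorylated 17-residue peptide substrate.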
STEP inh: STEP (human) phosphatase inhibition | AID 588621 | P54829 | recombinant STEP, OMFP fluorogenic substrate, fluorescence | 360,000 tested, 0.25% active | inhibition, % at 20 µM;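 active = inhibition at 20 µM, scaled per plate between control wells, above about 37%, limit read from the data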;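 also: 0% = DMSO with enzyme and substrate and 100% = substrate only without enzyme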
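Also added – OMFP at 25 µM · Test system – STEP tyrosine phosphatase · Technique – FITC-channel fluorescence of OMFP product · Schedule – 20 min at room temperature, dark · Evaluation – control-normalized % inhibition with plate pattern correction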
CSN deneddyl inh: CSN deneddylation inhibition; Q92905; 360,000 tested, 0.38% active; Purified CSN, SCF-Nedd8-OG deneddylation, fluorescence polarization; inhibition, % at 12.5 µM;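 active = pattern-corrected inhibition above about 35%, with an unprinted fluorescence ratio check between 0.5 and 1.5, limit read from the data, passing the limit was not always enough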;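 also: 0% = enzyme with substrate and 100% = substrate without enzyme; some results filed as inactive read as strong as hits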
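Assay system: purified human Csn5 enzyme expressed in HEK293T cells; Input: 0.24 nM Csn5 enzyme, final concentration; Reagent: 10 nM SCFSkp2-Nedd8OG; Compound dosing: 12.5 µM single point; Times: reaction 90 min, room temperature; Technique: fluorescence polarization readout.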
Neddylation inh: cullin neddylation inhibition; P61081+Q13564; TR-FRET cullin neddylation, biochemical; calls only at 25 µM; 360,000 tested, 0.58% active; AID 651699; in the data active = inhibition above about 36%
Target sequence (P61081 whole entry, looked up): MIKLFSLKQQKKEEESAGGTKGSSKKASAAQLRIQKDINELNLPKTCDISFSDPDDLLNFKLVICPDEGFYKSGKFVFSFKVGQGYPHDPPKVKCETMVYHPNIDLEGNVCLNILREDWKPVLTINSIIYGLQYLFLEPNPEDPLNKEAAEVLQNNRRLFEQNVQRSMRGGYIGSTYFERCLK
Target sequence (Q13564 whole entry, looked up): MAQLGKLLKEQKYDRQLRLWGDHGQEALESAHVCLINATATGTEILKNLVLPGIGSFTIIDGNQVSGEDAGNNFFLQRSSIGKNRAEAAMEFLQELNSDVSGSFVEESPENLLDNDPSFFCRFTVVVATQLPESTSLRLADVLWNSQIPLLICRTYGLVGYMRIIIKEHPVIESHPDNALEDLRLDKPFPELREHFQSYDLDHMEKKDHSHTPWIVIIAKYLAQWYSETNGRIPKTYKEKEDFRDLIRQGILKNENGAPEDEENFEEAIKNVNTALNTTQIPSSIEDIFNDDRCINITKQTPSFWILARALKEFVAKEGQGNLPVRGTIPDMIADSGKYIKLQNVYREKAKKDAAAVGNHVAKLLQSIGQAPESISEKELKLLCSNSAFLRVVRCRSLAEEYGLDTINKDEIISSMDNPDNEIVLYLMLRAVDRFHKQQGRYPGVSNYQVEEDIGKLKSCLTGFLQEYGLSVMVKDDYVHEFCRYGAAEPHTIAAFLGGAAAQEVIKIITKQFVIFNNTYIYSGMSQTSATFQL
NadD block: NadD (S. aureus) enzyme inhibition; purified NadD enzyme, colorimetric absorbance read-out; 360,000 tested, 0.78% active; AID 602399; inhibition, % at 20 µM; in the data active = inhibition above about 26%; also: some compounds past the cut are filed as inactive
DNMT1 inh: blocks human DNA methyltransferase DNMT1. P26358. inhibition (reported as % activation of signal), % at 10 µM. DNMT1 molecular beacon, Hinp1I cleavage, fluorescence. 360,000 tested, 0.83% active; in the data active = inhibition above about 50%
Numbers without * were called inactive; i = inactive; . = no result given.

SMILES	LMPTP block	Rin1 Abl inh	Rpn11 inh	SUMO1 PPI mod	Scp-1 inhibitor	STEP inh	CSN deneddyl inh	Neddylation inh	NadD block	DNMT1 inh
Cc1ccc(S(=O)(=O)CCC(=O)OC(C)C(=O)NC2CCCCC2C)cc1 (stereo not drawn)	-0.6	0	i	4	4	0	-4	i	-6	1
Cc1cccc(OCc2nnc(SCC(=O)O)n2-c2ccccc2)c1	-1.6	-1	i	6	-2	-3	-1	i	3	2
O=C(NC1CCCCC1)C(=S)NCCc1ccccc1	1.6	1	i	5	-14	18	1	i	-6	2
CCN(C(=O)CSc1ncccn1)C1CCS(=O)(=O)C1 (stereo not drawn)	-0.4	2	i	-2	-2	-2	-3	i	-1	1
NS(=O)(=O)c1ccc(CCNC(=O)c2cnc(Cl)c(Cl)c2)cc1	-1.9	-3	i	3	-4	2	-2	i	-2	-1
CC(C)[C@H](NC(=O)N1CC(=O)Nc2ccccc21)C(=O)N[C@H](C(=O)O)c1ccccc1	-0.9	2	i	-1	-6	-2	-4	i	-1	1
Cc1cc(C)c2c(=O)n3c(nc2c1)C(Cc1ccc(O)cc1)NC(=O)c1cccnc1-3 (stereo not drawn)	0.2	-1	i	2	.	-1	2	i	3	-2
CCOC(=O)c1c(S(=O)(=O)N2c3ccccc3CC2C)c(C)n(C)c1C (stereo not drawn)	0.1	0	i	1	-8	0	1	i	1	0
O=Nc1c(O)c2ccccc2c2ccccc12	4.0	0	i	-37	-8	3	0	i	4	58*
COc1ccc(NC(=S)N(CCc2c(C)[nH]c3ccc(C)cc23)Cc2cccnc2)cc1	-0.3	-3	i	-2	3	1	2	i	8	-11
CC(C)Cc1nnc(NC(=O)CCC(=O)NC2CC2)s1	-3.0	2	i	0	-11	0	6	i	-4	0
O=C(CSc1nnnn1-c1cccc2c1CCCC2)N1CCCCC1	-1.4	-3	i	0	-3	-3	1	i	6	-2
CC(C)(C)c1cc(CNC(=O)C2CCC(=O)N(Cc3ccccc3F)C2)[nH]n1 (stereo not drawn)	-1.4	-3	i	6	.	2	-4	i	-4	1
O=c1nc(N2CCOCC2)ccn1-c1nc(-c2ccccc2)sc1-c1ccccc1	-0.9	-2	i	-31	-7	-1	-1	i	4	2
CSS(=O)(=O)c1cccc2cccnc12	-0.8	-1	i	1	29	0	-3	i	15	4
CCc1noc(C)c1C(=O)N1CCN(S(=O)(=O)c2ccc(Br)cc2)CC1	1.0	0	i	2	-2	2	3	i	5	4
O=C(C(=O)N1CCC(c2ccccc2)CC1)c1cccc([N+](=O)[O-])c1	-0.2	.	.	-37	.	.	-8	i	.	.
CC(OC(=O)c1cccc(NS(C)(=O)=O)c1)C(=O)Nc1ccc2c(c1)OCO2 (stereo not drawn)	-0.1	5	i	4	-6	-2	-2	i	-3	-5
CCOC(=O)C(CCCOc1ccc(C(C)CC)cc1)C(=O)OCC (stereo not drawn)	2.9	3	i	-2	-10	3	2	i	12	-3
COC(=O)[C@]12CCCCC=C1N(Cc1ccc(Cl)cc1Cl)C(=O)[C@H](CC(=O)N1CCN(C(=O)c3ccco3)CC1)C2	-0.2	.	.	4	.	.	-1	i	-1	.
COc1cc(C(=O)OCC#N)ccc1OCc1c(C)noc1C	0.4	-3	i	2	16	-2	-4	i	-2	-8
CC(C)OCCCNC(=O)c1ccc(CS(=O)(=O)c2cccc(C(F)(F)F)c2)o1	-0.9	-1	i	1	7	-1	4	i	-6	2
CCOCCCNC(=O)c1ccc2c(=O)n(Cc3ccc(OC)cc3)c(=O)[nH]c2c1	-2.1	-4	i	-3	-2	4	1	i	-13	2
CC1(C)Oc2ccc3ccc(=O)oc3c2/C(=C/NNC(N)=O)C1=O	-0.4	1	i	-22	-9	1	3	i	-4	-2
CC(C)(C)c1ccc(S(=O)(=O)N2CC(C(=O)O)Oc3ccc(Cl)cc32)cc1 (stereo not drawn)	0.3	0	i	7	6	0	1	i	-4	-1
The list goes on.
SMILES	LMPTP block	Rin1 Abl inh	Rpn11 inh	SUMO1 PPI mod	Scp-1 inhibitor	STEP inh	CSN deneddyl inh	Neddylation inh	NadD block	DNMT1 inh
CN(C)CC(C)(C)CNS(=O)(=O)c1ccc(Cl)cc1	-1.8	0	i	3	-1	4	-9	i	-1	-2
O=[N+]([O-])c1ccc(OCCn2cncn2)cc1	-1.3	-2	i	-15	-10	0	-4	i	-8	1
Cc1ccc(C2=NOC(C)(c3nnc(-c4ccccc4)o3)C2)cc1 (stereo not drawn)	0.5	-1	i	2	-12	-2	0	i	-2	-3
O=C(C(c1ccccc1)c1ccccc1)N1CCCc2ccccc21	0.4	2	i	1	-12	6	1	i	-3	-2
O=C(Nc1ccccc1Oc1ccccc1)C1=COCCO1	-3.7	2	i	0	-8	0	3	i	-10	-1
CCN(CC)S(=O)(=O)c1cccc(NC2=NCC(C)S2)c1 (stereo not drawn)	0.2	3	i	2	-4	1	-1	i	-7	-2
O=C(NCC(c1ccco1)N1CCc2ccccc2C1)c1ccccc1 (stereo not drawn)	-0.5	-1	i	1	-10	-1	6	i	2	3
O=C(Nc1cccnc1)Nc1cccc(F)c1	0.6	-4	i	-2	4	1	1	i	1	5
CC1Cc2cc(/C(O)=C3/C(=O)C(=O)N(CCN4CCOCC4)C3c3cccc(Cl)c3)ccc2O1 (stereo not drawn)	-0.6	-17	i	-5	2	2	0	i	13	0
O=C1CN(c2ccc(Br)cc2)C(=O)N1CC(=O)N1CCCc2ccccc21	0.6	1	i	2	-9	0	2	i	-9	-4
CCCN(CC(=O)Nc1ccccc1C)C(=O)C1CC(=O)N(c2ccccc2C(C)CC)C1 (stereo not drawn)	-10.0	2	i	-35	-10	-1	-4	i	6	-1
CCC(C(=O)NC1CCCC1)n1nc(C)n2c(cc3occc32)c1=O (stereo not drawn)	2.8	-5	i	3	-7	-2	-1	i	-6	-1
N#Cc1ccc(-c2nc3ccc(Cl)cn3c2Cc2cccc(F)c2)cc1	2.8	0	i	0	.	2	4	i	3	-8
CN(C(=O)CSc1nnc(-c2ccccc2)c(-c2ccccc2)n1)C1CCS(=O)(=O)C1 (stereo not drawn)	-1.7	0	i	-20	-4	0	11	i	2	8
O=C(NC1CCCN(CCc2ccccc2)C1)c1c[nH]c2ccccc12 (stereo not drawn)	0.0	-1	i	6	-1	1	0	i	-5	-1
CCC1=NN(C(=O)c2cccc([N+](=O)[O-])c2)C(O)(c2ccc(C)cc2)C1 (stereo not drawn)	-0.3	-1	i	-15	-7	7	0	i	-3	16
Cc1ccc(C(=O)NC(=S)Nc2ccc(S(=O)(=O)N3CCN(C)CC3)cc2)cc1	-0.8	0	i	8	0	3	-1	i	-5	-4
O=C(CN(CC1CCCO1)S(=O)(=O)c1ccc(S(=O)(=O)NC2CC2)cc1)Nc1ccccc1 (stereo not drawn)	0.3	-1	i	3	-6	-2	3	i	-7	-2
COc1cc(OC)c2c(c1)OC(=O)CC2c1cc(OC)c(OC)c(OC)c1 (stereo not drawn)	-0.1	-2	i	-1	-4	-1	-6	i	-3	49
C=CCn1c(=O)c2c(nc(Br)n2Cc2ccccc2Cl)n(C)c1=O	0.7	-1	i	-2	-5	-1	2	i	-11	1
Cc1cc(C)c(OCC(=O)N(Cc2ccc(N(C)C)cc2)C2CCS(=O)(=O)C2)c(C)c1 (stereo not drawn)	-0.3	-3	i	-1	27	1	-1	i	6	1
CN(C)CCCNC1=CC(=O)CC(c2ccccc2)C1 (stereo not drawn)	-1.5	-6	i	-1	-2	4	3	i	2	0
C/C(=N\NC(=O)CCc1c[nH]c2ccccc12)c1ccc([N+](=O)[O-])cc1	-0.9	-3	i	-24	-1	-3	-1	i	-5	-4
CCOc1ccccc1N1CCN(C(=O)NC(C)c2ccc(F)c(F)c2)CC1 (stereo not drawn)	0.0	1	i	2	-5	-1	1	i	-4	-2
CCCc1nnc(NC(=O)CN2C(=O)C3C4C=CC(C4)C3C2=O)s1 (stereo not drawn)	-1.2	6	i	5	0	0	0	i	-1	7
Remaining list, next part:
SMILES	LMPTP block	Rin1 Abl inh	Rpn11 inh	SUMO1 PPI mod	Scp-1 inhibitor	STEP inh	CSN deneddyl inh	Neddylation inh	NadD block	DNMT1 inh
CCOC(=O)c1ccc(NC(=O)CCc2c(C)nc3ncnn3c2C)cc1	-1.9	2	i	-2	-7	-2	-1	i	-2	5
COC(=O)c1ccc(Nc2ccc3nonc3c2[N+](=O)[O-])cc1	0.7	-1	i	-10	-4	-3	2	i	1	2
CCN(Cc1ccccc1)S(=O)(=O)c1ccc(OC)cc1	1.1	-1	i	4	-8	25	3	i	-3	0
CNC(=O)c1cc2c(s1)CCCCCC2	-0.6	-1	i	-2	-6	18	1	i	-1	0
CCOc1ccc(OCC)c(NC(=O)CSCCc2ccccn2)c1	0.8	-1	i	-5	-13	-4	2	i	-12	1
Cc1ccc(NC(=O)CSc2nnc3n2CCCCC3)cc1S(=O)(=O)N1CCOCC1	-0.6	-1	i	10	.	1	0	i	1	3
Cc1ccc2c(c1)C(=O)N1[C@H]3c4ccccc4OC[C@@H]3[C@H](c3ccccc3)[C@]1(C)C(=O)N2	0.6	2	i	2	-9	1	-3	i	0	-5
O=C(O)c1sccc1Oc1ccc(F)cc1[N+](=O)[O-]	-0.3	0	i	-13	16	-6	0	i	-4	5
COc1ccc(-n2ncc3c(NCc4ccc5c(c4)OCO5)ncnc32)cc1	0.8	2	i	34	3	-2	-2	i	7	1
Cc1cc(=O)n2cc(-c3ccccc3)nc2[nH]1	-2.3	1	i	1	3	5	0	.	3	5

Ordered by SMILES length (smallest number first): part of the list above
SMILES	LMPTP block	Rin1 Abl inh	Rpn11 inh	SUMO1 PPI mod	Scp-1 inhibitor	STEP inh	CSN deneddyl inh	Neddylation inh	NadD block	DNMT1 inh
CNC(=O)c1cc2c(s1)CCCCCC2	-0.6	-1	i	-2	-6	18	1	i	-1	0
Cc1cc(=O)n2cc(-c3ccccc3)nc2[nH]1	-2.3	1	i	1	3	5	0	.	3	5
CCN(Cc1ccccc1)S(=O)(=O)c1ccc(OC)cc1	1.1	-1	i	4	-8	25	3	i	-3	0
CCOc1ccc(OCC)c(NC(=O)CSCCc2ccccn2)c1	0.8	-1	i	-5	-13	-4	2	i	-12	1
O=C(O)c1sccc1Oc1ccc(F)cc1[N+](=O)[O-]	-0.3	0	i	-13	16	-6	0	i	-4	5
CCOC(=O)c1ccc(NC(=O)CCc2c(C)nc3ncnn3c2C)cc1	-1.9	2	i	-2	-7	-2	-1	i	-2	5
CCCc1nnc(NC(=O)CN2C(=O)C3C4C=CC(C4)C3C2=O)s1 (stereo not drawn)	-1.2	6	i	5	0	0	0	i	-1	7
CCOc1ccccc1N1CCN(C(=O)NC(C)c2ccc(F)c(F)c2)CC1 (stereo not drawn)	0.0	1	i	2	-5	-1	1	i	-4	-2
Cc1ccc2c(c1)C(=O)N1[C@H]3c4ccccc4OC[C@@H]3[C@H](c3ccccc3)[C@]1(C)C(=O)N2	0.6	2	i	2	-9	1	-3	i	0	-5

Bioassay records: PubChem BioAssay, several laboratories
